# IL-1B inflam inh – blocks inflammasome-driven IL-1 beta release | THP-1 LPS/ATP IL-1B secretion, AlphaLISA, 16 h; active compounds read low | activity change, % at 57.5 µM | 4.7% of 360,000 active | AID 743279; in the data active means activity change below about -50%; inconclusive means mostly about -30% to -49%; further: on the % scale 0 is the no-effect control and ±100 the full control effect
#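 Secreted IL-1B measured by AlphaLISA bead assay after 16 h compound exposure of THP-1 cells; compounds (final up to 57.5 uM) added 1 h before LPS (250 ng/mL) and ATP (1.25 mM) stimulation; lower signal means less secretion.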
# KB-3-1 tox – KB-3-1 parental cell cytotoxicity; KB-3-1 viability, CellTiter-Glo ATP luminescence, 72 h; Potency, µM (top dose mostly 46.1 µM), for the others: top-dose activity change, negative = cytotoxic, most hits filed as cytotoxic; 1.4% of 400,000 active; AID 1347075; further: potency means the concentration at half of the fitted maximal effect; on the % scale 0 is the no-effect control and ±100 the full control effect; nearly all actives have a fitted effect of over 60% in size
#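 Using CellTiter-Glo luminescence, growth of non-resistant KB-3-1 adenocarcinoma cells is assessed 72 h after pin-tool compound addition at 37 °C. Normalized responses across the concentration series yield fitted curves.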
# SW480 rerep – induces DNA re-replication in SW480 colon adenocarcinoma cells. Potency, µM (top dose mostly 46.1 µM), without a hit: at the top dose re-replication activation, hits mostly activators. AID 624297. SW480 DNA re-replication, Hoechst DNA content imaging, 48 h. 1.8% of 340,000 active; further: potency means the concentration at half of the fitted maximal effect; % of control where 0% means no effect; nearly all actives have a fitted effect of over 55% in size
#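 Cells (250 per well) received 23 nL compound or DMSO by pin tool and were kept 48 hr at 37 C, 5% CO2. Nuclei were then stained with Hoechst for 40 min and scanned for DNA content.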
# DRD3 antagonist – blocks the human D3 dopamine receptor | D3R cells, DiscoveRx beta-arrestin luminescence, antagonist mode; active compounds read low | max response, negative = inhibition, % | 2.5% of 360,000 active | AID 652054; in the data active means max response below about -50%; inconclusive means no clear call, values can overlap the other calls; further: on the % scale 0 is the no-effect control and ±100 the full control effect; mostly tested at two doses, the higher about 12 µM
# Target sequence (P35462 whole entry, looked up): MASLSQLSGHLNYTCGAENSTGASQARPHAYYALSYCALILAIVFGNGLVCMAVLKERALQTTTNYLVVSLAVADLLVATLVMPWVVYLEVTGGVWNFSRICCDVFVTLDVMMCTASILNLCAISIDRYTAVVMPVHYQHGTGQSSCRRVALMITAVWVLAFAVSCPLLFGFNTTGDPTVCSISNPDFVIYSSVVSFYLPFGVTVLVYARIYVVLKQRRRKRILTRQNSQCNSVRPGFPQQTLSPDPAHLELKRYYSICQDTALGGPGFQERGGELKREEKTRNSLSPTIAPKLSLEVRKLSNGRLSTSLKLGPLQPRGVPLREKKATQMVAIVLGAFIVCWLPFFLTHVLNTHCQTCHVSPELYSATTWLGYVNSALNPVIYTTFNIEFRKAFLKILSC
#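 Cells expressing the human receptor were seeded at 1500 cells/well, incubated overnight at 37 degrees C in 5% CO2, then exposed to library compounds with dopamine controls for 90 minutes at 37 degrees C before luminescent detection.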
# KB-V1 cytotox – kills drug-selected multidrug resistant KB-V1 cells; KB-V1 MDR cells viability, CellTiter-Glo, 72 h; Potency, µM (titrated, usually from 46.1 µM), without a hit: at the highest dose activity change, negative = cytotoxicity, most hits filed as cytotoxic; 3.4% of 400,000 active; AID 1347076; further: potency means the concentration at half of the fitted maximal effect; on the % scale 0 is the no-effect control and ±100 the full control effect; nearly all actives have a fitted effect of over 60% in size
#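 Potencies derive from concentration-effect curves fitted to normalized luminescence (CellTiter-Glo) of KB-V1 cells treated for 72 h at 37 degrees C in phenol-red-free DMEM containing 10% FBS.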
# HT1080-NT tox – kills 2HG-producing HT-1080-NT fibrosarcoma cells. Potency, µM (titrated, usually from 46.1 µM), without a hit: top-dose activity, negative = less viability, usual class: cytotoxic. HT-1080-NT fibrosarcoma viability, CellTiter-Glo ATP luminescence, 48 h. 1.6% of 360,000 active. AID 686970;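 further: NT is the 2HG producing partner of a matched IDH1 knockdown line; potency means the concentration at half of the fitted maximal effect; 0% = DMSO-treated cells and -100% = media-only wells without cells; nearly all actives have a fitted effect of over 55% in size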
#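 Compounds were tested in concentration-response format on HT-1080-NT cells for 48 hours at 37 degrees C. Cell viability came from CellTiter-Glo luminescence; curves were classified by r2, response magnitude and activity.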
# GLP-1R agonist – agonists of human GLP-1 receptor. P43220. HEK293 GLP-1R CRE-luciferase, luminescence, 4-6 h; cells express a hypersensitive GLP-1R form. Potency, µM (doses to about 45.6 µM), inactives show top-dose activation, most hits filed as activators. 0.007% of 380,000 active. AID 624172; further: potency means the concentration at half of the fitted maximal effect; % of control where 0% means no effect
# Target sequence (P43220 whole entry, looked up): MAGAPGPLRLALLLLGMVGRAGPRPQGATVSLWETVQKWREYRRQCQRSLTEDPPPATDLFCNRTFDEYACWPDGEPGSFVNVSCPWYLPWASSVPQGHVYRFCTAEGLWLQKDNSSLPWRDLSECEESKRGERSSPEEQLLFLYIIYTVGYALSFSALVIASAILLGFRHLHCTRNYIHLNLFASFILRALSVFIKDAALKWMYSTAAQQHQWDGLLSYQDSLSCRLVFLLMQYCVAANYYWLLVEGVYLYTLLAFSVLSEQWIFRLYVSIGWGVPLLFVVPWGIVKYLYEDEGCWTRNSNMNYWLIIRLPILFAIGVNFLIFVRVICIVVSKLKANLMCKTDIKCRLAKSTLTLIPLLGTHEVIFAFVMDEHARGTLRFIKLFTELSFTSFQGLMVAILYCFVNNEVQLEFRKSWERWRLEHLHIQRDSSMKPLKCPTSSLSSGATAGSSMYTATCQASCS
# DRD3 agonist – agonists of human D3 dopamine receptor | D3R DiscoveRx beta-arrestin cells, luminescence, 90 min | 0.58% of 410,000 active | max activation, % | AID 652048 | P35462; in the data active means max activation above about 30%; further: 0% is about no effect; mostly tested at two doses, the higher about 12 µM
#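 Agonist mode: compounds and dopamine controls were applied to plated cells for 90 min at 37 degrees C after an overnight attachment at 1500 cells/well. Luminescent read-out followed 30 - 60 minutes at room temperature with DiscoveRx detection reagent.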
# HT1080 IDH1KD tx – toxicity to HT-1080 IDH1 knockdown cells (counter line); Potency, µM (series often up to 46.1 µM), for the others: top-dose activity, negative = toxicity, most hits filed as cytotoxic; AID 686971; 2% of 360,000 active; HT-1080 IDH1 knockdown viability, ATP luminescence, 48 h;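 further: potency means the concentration at half of the fitted maximal effect; 0% = DMSO wells and -100% = cell-free medium wells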
#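 IDH1KD HT-1080 cells, 750/well, RPMI + 5% FBS; compound pinned after 2 h settling; 48 h, 37 °C; CellTiter-Glo luminescence; % activity normalised to DMSO and no-cell wells; curves fitted, classed by r2 and efficacy.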
# An asterisk follows results filed as active; ? = inconclusive; / = no result given; [ ] = remark or other dose. Unless noted, the call rests on the fitted dose curve; in most records, active means well fitted curve in the direction sought with a large enough effect; inconclusive means small, poorly fitted or top-dose-only effect, or another doubt; inactive means no such curve, though single readings can be large; an effect the other way counts as inactive or inconclusive.
SMILES,IL-1B inflam inh,KB-3-1 tox,SW480 rerep,DRD3 antagonist,KB-V1 cytotox,HT1080-NT tox,GLP-1R agonist,DRD3 agonist,HT1080 IDH1KD tx
COc1ccc(-c2nc3c(C)cc(Br)cn3c2CC2CCCCC2)cc1OC,4,0%,/,9,21%,?,14%,2,?
Cc1nc([N+](=O)[O-])c(Br)n1Cc1ccccc1,-10,?,28%,?,?,?,-1%,-4,?
COc1cc(OC)cc(C(=O)NNC(=O)CNC(=O)c2cccs2)c1,-12,-5%,2%,5,?,11%[9.24 µM],-1%,-1,15%
Cc1cc(C)c(NC(=O)CN2C(=O)NC3(CCCCC3)C2=O)c(C)c1,30,12%,-3%,5,-6%,11%,-6%,4,-2%
COC(=O)c1c(NC(=O)CN2CCCC(C)C2)c2c(C)cccc2n1C (centres undefined),-11,-8%,-7%,-10,?,-12%,8%,-4,-4%
CCOC(=O)c1c(C)c(-c2ccccc2)n(CC(=O)Nc2cc(C)cc(C)c2)c1C,/,-13%,/,/,10%,/,1%,6,/
COC(=O)C1=CN(c2ccc(C)cc2)C(N)=C(C#N)C1c1ccc(OC)cc1 (centres undefined),0,23µM*,/,-30,23µM*,-28%,/,-11,?
N/C(CS(=O)(=O)c1ccccc1)=N\OC(=O)c1ccc(F)cc1,32,-1%,-9%,12,4%,4%,-5%,2,9%
Cc1ccc(-n2c(O)c(C=NC3CCS(=O)(=O)C3)c3ccccc3c2=O)cc1C (centres undefined),?,2%,1%,-4,-2%,-19%,0%,-13,-20%
COc1cc(-c2nnc3sc(-c4ccco4)nn23)cc(OC)c1OC,30,-2%,-1%,-23,0%,0%,0%,1,-1%
CCOC(=O)C1(C)C=C(Nc2ccc(NC(C)=O)cc2)C(=O)N1c1ccc(NC(C)=O)cc1 (centres undefined),23,8%,-18%,-8,25%,7%,-1%,-35,3%
CCOc1ccc(Nc2nc3ccccc3c(=O)s2)cc1,?,-18%,-1%,-23,0%,2%,-2%,2,-1%
CCc1nc2c(OCc3ccc(Cl)cc3)cccn2c1N(C)C(=O)C1CC1,-5,0%,/,-5,-7%,0%,8%,-11,2%
CN1CCc2c(sc(NC(=O)c3cc(Cl)sc3Cl)c2C(N)=O)C1,-91*,10%,?,-2,8%,?,8%,1,?
Cc1ccc(NC(=O)CN(c2ccccc2F)S(C)(=O)=O)cc1,6,12%,-5%,19,0%,3%,-2%,3,10%
COc1cc(C(=O)Nc2ccc(NC(=O)C3CC3)nc2)cc(OC)c1OC,?,0%,-1%,-13,0%,-1%,2%,-4,3%
COc1cc(Cl)ccc1OCc1cc(C(=O)NCC(C)(C)N2CCOCC2)no1,4,6%,-38%[inhibitor],0,-3%,0%,16%,8,-3%
Cc1cc(NC(=O)CSc2nccn2C)n(-c2ccccc2)n1,14,-8%,-7%,4,-1%,24%,1%,-14,15%
CCCOC(=O)c1c(NC(=O)/C=C/c2cnn(C)c2C)sc(C(=O)OC)c1C,0,14%,5%,-77*,-19%,14%,-9%,17,2%
CCN(CC(=O)NCc1ccc(F)cc1)C(=O)COc1ccc2ccccc2c1,10,2%,9%,18,15µM*,-4%,1%,5,2%
c1ccc(Oc2ccc(-c3ccnc4nc(N5CCN(c6ccccc6)CC5)nn34)cc2)cc1,6,3%,-2%,-17,-10%,6%,2%,3,-2%
COc1ccc(CNC(=O)C2(C)Cc3c(-c4ccc(C(N)=O)cc4)ccnc3O2)cc1OC (centres undefined),-4,0%,/,0,6%,?,-2%,12,3%
CC(C)CNc1cc(Cl)c(S(=O)(=O)NCC(C)C)cc1C(=O)O,26,0%,-4%,-14,-5%,-1%,-15%,1,12%
CN(C)c1ccc(-c2csc(C(O)c3ccc(F)c(F)c3)n2)cc1 (centres undefined),-15,0%,/,0,-3%,?,28%,3,?
O=C(NCc1ccccc1)C(Cc1ccccc1)N1C(=O)C2C3CCC(C3)C2C1=O (centres undefined),-1,1%,-1%,16,0%,1%,-12%,-6,-5%
Cc1cccc(-n2c(SCC(=O)NCc3ccco3)nnc2-c2ccco2)c1,-18,2%,-1%,9,?,0%,16%,1,12%
N#Cc1c(NC(=O)c2ccc(-c3ccccc3[N+](=O)[O-])o2)sc2c1CCCC2,?,-2%,2%[9.22 µM],-117*,-21%,-2%,0%,-14,-9%
CNC(=O)c1[nH]cnc1C(=O)Nc1ccc(F)cc1,-15,0%,-10%,9,25%,13%,-4%,0,5%
CSc1nc2cc(Cl)ccc2s1,2,14%,-7%,-13,5%,7%,-11%,1,13%
O=C(O)c1c2c(nc3ccccc13)-c1ccccc1CC2,15,27%,1%,1,-8%,-12%,-3%,5,-6%
Cc1cccc2cc(COC(=O)COc3ccccc3)c(=O)[nH]c12,8,10%,-2%,38,6%,10%,-2%,2,4%
O=C(NC1CCCCCCC1)c1cccs1,-4,-2%,-24%,4,2%,7%,13%,0,2%
COc1ccc(S(=O)(=O)N2CCC3(CC2)CC(=O)c2ccccc2O3)cc1OC,9,-6%,?,-26,-21%,-2%,2%,-20,-5%
Cc1ccc(C(=O)Nc2ccccc2C(=O)NC(Cc2ccccc2)C(=O)O)cc1 (centres undefined),32,-6%,0%,8,-2%,-4%,-1%,9,0%
O=C(NC(=S)Nc1ccc(S(=O)(=O)Nc2ncccn2)cc1)c1ccc(Br)cc1,23,-9%,18µM*,-18,14%,-8%,-1%,-4,-11%
Cc1nn(C)c(C)c1C1C(C#N)=C(N)Oc2n[nH]c(C)c21 (centres undefined),0,0%,10%,?,-3%,3%,-4%,2,13%

# Look-ups from the results shown:
# IL-1B inflam inh result of Cc1nn(C)c(C)c1C1C(C#N)=C(N)Oc2n[nH]c(C)c21 (centres undefined) is entered as 0
# GLP-1R agonist result of Cc1cccc(-n2c(SCC(=O)NCc3ccco3)nnc2-c2ccco2)c1 is entered as 16%
# DRD3 agonist result of Cc1ccc(C(=O)Nc2ccccc2C(=O)NC(Cc2ccccc2)C(=O)O)cc1 (centres undefined) is entered as 9

# Next results follow:
SMILES,IL-1B inflam inh,KB-3-1 tox,SW480 rerep,DRD3 antagonist,KB-V1 cytotox,HT1080-NT tox,GLP-1R agonist,DRD3 agonist,HT1080 IDH1KD tx
Cc1c(O)c2c(=O)n(-c3ccccc3)c(-c3ccccc3)cc2oc1=O,14,4%,-695%[inhibitor],14,?,5%,-9%,0,0%
COc1ccc(CCn2c(=N)c(C(=O)NCC3CCCO3)cc3c(=O)n4cccc(C)c4nc32)cc1OC (centres undefined),-12,?,?,14,-5%,-9%,7%,13,-7%
COc1cccc(/C=N/NC(=O)c2cccc3ccccc23)c1OC,22,-8%,0%,-4,8%,-7%,8%,-2,-11%
COc1ccc(CN(CC2CCCO2)S(=O)(=O)c2ccc(-n3cnnn3)c(OC)c2)cc1 (centres undefined),12,8%,-82%[inhibitor],-3,?,0%,19%,1,1%
O=C(NCc1nc2ccccc2[nH]1)C1=C[C@@H](c2ccccc2)C[C@@H](OCc2ccc(CO)cc2)O1,-8,15%,-1%,19,0%,-21%,3%,-7,-12%
CN(C)S(=O)(=O)c1ccc(C(=O)NCc2ccccn2)cc1,-3,11%,-10%,7,15%,5%,7%,10,6%
O=C(Cn1cc2c(n1)CCCC2)NCc1ccccn1,-11,-4%,-2%,-16,9%,4%,-2%,-1,-1%
O=C1c2cccc3cccc(c23)N1Cc1cccc(F)c1,-15,?,?,2,-4%,0%,?,-4,-4%
CSCCC(=O)N1CCCC(CO)(CCCc2ccccc2)C1 (centres undefined),13,3%,4%,19,11%,-3%,14%,3,-1%
CCCCOC(=O)C1[C@H]2C(=O)N(c3ccccc3CC)C[C@]23C=C[C@H]1O3 (some centres undefined),20,25%,-5%,5,-8%,7%,-11%,9,5%
C=CCN1CCc2c(cc(O)c(O)c2Br)[C@@H](c2ccccc2)C1,106,0%,-10%,3,?,?,22%,83*,?
CC(C)CCNS(=O)(=O)c1ccc(-c2ccc(S(=O)(=O)NCCC(C)C)cc2)cc1,7,2%,-5%,12,-7%,10%,0%,6,14%
O=C(COc1cc(Cl)ccc1Cl)Nc1ccc2[nH]c(=O)[nH]c2c1,58,-15%,-507%[inhibitor],0,1%,5%,6%,0,-2%
O=C1NC(=Nc2ccccc2)CS1,11,?,-6%,-8,-18%,-3%,8%,3,0%
Cc1cc2c(s1)c1cnn(-c3ccccc3)c(=O)c1n2C,/,0%,2%,/,0%,/,3%,/,/
CCN1CCN(c2c(Cl)cccc2NC(=O)c2ccc([N+](=O)[O-])cc2)CC1,-12,-2%,-35%[inhibitor],0,-22%,1%,12%,-11,10%
CCOC(=O)C1CCN(CC(=O)Nc2cc(S(=O)(=O)N3CCCCC3)ccc2Cl)CC1,-7,?,-7%,9,?,-13%,17%,-4,-12%
COc1ccc(C2NC(=O)NC(O)(C(F)(F)F)C2C(=O)c2ccc(F)cc2)cc1 (centres undefined),3,16%,-5%,12,6%,-9%,6%,2,0%
CN(CCNC(=O)CN1C(=O)CSc2ccc(S(=O)(=O)N3CCCC3)cc21)Cc1ccccc1,-15,-1%,-22%,-11,-10%,2%,6%,-7,2%
Cn1c(CNc2cccc(C(F)(F)F)c2)n[nH]c1=S,12,3%,-59%[inhibitor],-9,-6%,1%,-7%,0,9%
Cc1noc(C)c1S(=O)(=O)N(C)C[C@H]1Oc2c(cccc2N(C)C)C(=O)N([C@H](C)CO)C[C@@H]1C,9,0%,-5%,-17,0%,17%,2%,4,2%
CCOCCCn1c(SCC(=O)NC(C)C)nc2ccccc2c1=O,0,?,-1%,-20,0%,16%,-2%,26,25%

# Source: PubChem (National Center for Advancing Translational Sciences (NCATS))
